IEC-6 cytotox = cytotoxicity in IEC-6 intestinal epithelial cells, primary screen, cytotoxicity control for KLF5 inhibitor project, cell-based, luminescence; inhibition, % at 5 µM; IEC-6 cytotoxicity, luminescence viability; actives 0.78% (n = 290,000); in the data active means inhibition above about 22%;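 further: 0% = plate median of test compound wells and 100% = cytotoxic reference compound wells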
AI-2 QS mod = Vibrio harveyi AI-2 quorum sensing modulators, primary screen, JMH597 strain, luminescence/OD600 ratio | Vibrio harveyi JMH597 AI-2 luminescence/OD600 ratio, 9 h; stronger effect = lower value; strain lacks LuxN and CqsS sensors; 0 = neutral-control median | activity change, % at 7.5 µM | actives 0.4% (n = 300,000) | AID 2094, 2009; in the data active means activity change below about -75%, passing the limit was not always enough;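 further: luminescence divided by OD600 gain over 9 h not by final OD600 alone; inactives centre near 13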
KLF5 inh = KLF5 expression inhibitors, primary screen, DLD-1 cells, luminescence | DLD-1 KLF5 promoter-luciferase reporter | inhibition, % at 5 µM | actives 0.23% (n = 290,000) | AID 1700, 2009;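 active means inhibition above a per-plate limit of that plate's mean compound inhibition plus 3 SD, cut at about 60% in these data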;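 further: 0% = DMSO wells and 100% = LY294002 at 200 µM; higher means less KLF5 promoter-driven luciferase light; inactives centre near -14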
GSK3B inh = human GSK3beta kinase inhibitors, primary screen, biochemical, cell-free homogeneous, HTS. Glycogen synthase kinase-3 beta (Homo sapiens), P49841. GST-GSK3beta kinase, ADP-Glo luminescence, 60 min; stronger effect = lower value. activity score (negative = inhibition), % at 10 µM. actives 0.038% (n = 300,000). AID 2097, 2009;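 active means more than half of replicate wells score below -50%, meaning over 50% inhibition versus plate controls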;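 further: 0% = median DMSO wells and -100% = median GW8510 positive control wells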
Target sequence (P49841 whole entry, looked up): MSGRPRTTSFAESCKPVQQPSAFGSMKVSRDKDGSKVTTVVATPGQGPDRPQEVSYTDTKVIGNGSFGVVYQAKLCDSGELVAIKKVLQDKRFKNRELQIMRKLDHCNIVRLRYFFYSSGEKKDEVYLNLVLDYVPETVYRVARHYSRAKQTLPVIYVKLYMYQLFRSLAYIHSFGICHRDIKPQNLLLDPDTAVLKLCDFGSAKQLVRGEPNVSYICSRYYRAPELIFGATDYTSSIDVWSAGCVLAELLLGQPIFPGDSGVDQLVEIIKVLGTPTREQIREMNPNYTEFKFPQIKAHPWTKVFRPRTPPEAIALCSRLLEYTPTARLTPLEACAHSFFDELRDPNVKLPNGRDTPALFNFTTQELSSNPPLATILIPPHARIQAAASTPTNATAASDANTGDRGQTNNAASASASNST
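Assay system: GST-fused GSK3beta enzyme, cell-free / Medium: Tris pH 7.5 buffer with MgCl2, DTT, BSA, heparin / Also added: peptide substrate plus 25 µM ATP (final) / Compound: 10 µM single point / Timing: kinase reaction with compound 60 min at room temperature / Detection: ADP-Glo luminescence / Benchmarks: DMSO neutral wells and GW8510 at 20 µM as positive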
HSF1 inhib = HSF1 inhibitors in luciferase reporter cells, primary screen, cell-based, NIH3T3, luminescence. NIH3T3-HGL HSE-luciferase, MG132-induced, luminescence 8 h; stronger effect = lower value. activity change, negative = inhibition, % at 7.5 µM (by protocol). actives 0.77% (n = 300,000). AID 2098, 2009;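 active means more than half of replicate wells show activity change below -50%, luminescence cut by over half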;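 further: luciferase reports HSF-1 transcriptional activity via heat shock element; 0% = median of DMSO wells and -100% = zero luminescence signal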
HSP90 inh = HSP90 inhibitors, primary screen, cell lysate, luminescence. Heat shock protein HSP 90 (rabbit reticulocyte lysate; luciferase refolding). Rabbit reticulocyte lysate, luciferase refolding luminescence, 3 h. inhibition, % at 5.6 µM. actives 0.91% (n = 290,000). AID 1789, 2009;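 active means inhibition above the screen-wide mean plus 3 SD, computed separately per campaign, cut at about 16% in these data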;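 further: 0% = DMSO wells and 100% = 60 µM geldanamycin wells; inhibitors lower the luminescence because luciferase stays unfolded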
PolyA inh = polyadenylation inhibitors in yeast reporter cells, primary screen, luminescence, S. cerevisiae. calls only at 12 µM. AID 1875, 2009. actives 0.02% (n = 300,000). S. cerevisiae SKY197-pL101 polyadenylation reporter, beta-gal luminescence; efflux-impaired pdr1/pdr3 knockout yeast; score 100 = 6 SD above DMSO;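 active means lowest replicate activity score at least 50, where 100 means six control SD above control mean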;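 further: yeast exposed to compound for 9 h at 30 °C; higher score means more reporter readthrough which indicates perturbed polyadenylation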
HSF1 activator = HSF-1 activators, primary screen, NIH3T3-HGL cells, MG132 stress, luminescence, single point; NIH3T3-HGL HSF-1 luciferase reporter, 8 h; 100% = twice DMSO control signal; activation, % at 9 µM; actives 1.7% (n = 300,000); AID 504408, 2011;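 active means mean replicate activation of at least 50% with a set share of replicates each reaching 50%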;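 further: 0% = median of the neutral control wells and 100% = twice that signal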
aSyn UTR inh = MLPCN primary screen, SNCA 5' untranslated region; alpha-synuclein 5'UTR reporter, inhibitor activity; actives 0.82% (n = 300,000); inhibition, % (tested at 7.5 µM); in the data active means inhibition above about 60%;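 further: H4 neuroglioblastoma cells stably carrying SNCA 5'UTR luciferase fusion; 0% = DMSO wells and 100% = positive control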
GSK3 alpha inh = blockers of GSK3A enzyme activity – biochemical, luminescence, cell-free homogeneous, HTS, primary screen. Glycogen synthase kinase-3 alpha (Homo sapiens), P49840. AID 2650, 2010. GSK-3 alpha kinase, ADP-Glo luminescence, 60 min. inhibition, % at 10 µM. actives 0.1% (n = 320,000);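 in the data active means inhibition above about 50%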;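 further: GST-tagged GSK-3 alpha with peptide substrate and 25 µM ATP; 0% = DMSO neutral wells and 100% = GW8510 positive control wells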
Target sequence (P49840 whole entry, looked up): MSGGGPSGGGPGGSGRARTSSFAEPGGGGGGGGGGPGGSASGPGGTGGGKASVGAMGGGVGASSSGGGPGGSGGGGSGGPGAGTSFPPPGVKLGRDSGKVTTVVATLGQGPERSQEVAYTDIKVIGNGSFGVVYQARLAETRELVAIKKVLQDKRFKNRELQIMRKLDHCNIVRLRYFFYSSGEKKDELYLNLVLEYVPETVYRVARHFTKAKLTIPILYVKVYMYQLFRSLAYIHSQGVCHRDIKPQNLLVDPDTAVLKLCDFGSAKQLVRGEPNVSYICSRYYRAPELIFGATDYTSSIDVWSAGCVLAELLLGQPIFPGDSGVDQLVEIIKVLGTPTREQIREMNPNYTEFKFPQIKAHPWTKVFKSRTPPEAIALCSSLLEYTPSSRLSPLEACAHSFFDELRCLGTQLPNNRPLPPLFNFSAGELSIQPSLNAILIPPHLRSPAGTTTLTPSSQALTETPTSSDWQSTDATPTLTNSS
The depositor's hits bear a star; i = inactive; . = no result given; & = joins results of further samples. This is a subset. The share of hits here may be higher or lower than overall.

SMILES	IEC-6 cytotox	AI-2 QS mod	KLF5 inh	GSK3B inh	HSF1 inhib	HSP90 inh	PolyA inh	HSF1 activator	aSyn UTR inh	GSK3 alpha inh
O=c1[nH]c(=O)n(C2CCCCC2)c(O)c1/C=N/N1CCCCC1c1cccnc1 (stereo unspecified)	-10.8	-1.6	-23.7	-2.7	1.3	-2.9	i	-0.9	14.2	3.3
COc1ccc(Cl)cc1NC1=NCC(C)S1 (stereo unspecified)	6.8	17.6	-8.0	1.3	-0.2	2.4	i	-0.9	-2.3	0.4
O=C1NC(=O)N(c2ccccc2)C(=O)/C1=C/C=C/c1ccco1	-4.7	12.4	-13.9	2.8	8.3	1.9	i	8.7	-135.8	-1.3
COc1ccc(OCC#CCN2CCC(C)CC2)cc1	10.6	24.5	-1.8	-4.0	-18.8	1.8	i	-27.7	-2.5	-0.4
O=C(Nc1cccc(OC(=O)N2CCCCC2)c1)N1CCCCC1	0.9	19.4	-39.4	0.8	-1.5	-1.9	i	5.0	-15.9	0.7
O=c1c2ccccc2nc(-c2cccs2)n1-c1ccccc1	-1.8	28.1	-18.7	-1.1	3.9	-3.0	i	-10.8	30.9	2.0
CN1CCN(c2ccc(C=O)cc2)CC1	7.3	2.9	-9.4	-0.3	-4.3	2.7	i	-1.7	-3.0	3.0
CCc1ccc2c(CN3CC=C(c4ccccc4)CC3)cc(=O)oc2c1	2.8	11.7	-7.2	-1.6	-2.1	5.5	i	-14.7	1.6	-0.6
C[N+]1(C)CCC(OC(=O)C(c2ccccc2)c2ccccc2)CC1	.	8.8	.	1.5	0.3	.	i	-14.1	9.7	-0.6
Cc1ccc(-n2c(O)c(/C=N/N3CCCCCC3)c(=O)[nH]c2=O)cc1C	2.0	-7.0	-0.6	-0.3	-2.4	0.0	i	13.8	-4.8	4.6
Cc1cc(/C=C2\C(=O)NC(=O)N(c3ccc(F)cc3)C2=O)c(C)n1-c1ccc(C(=O)O)cc1	1.6	20.8	-11.7	0.3	-4.6	-2.0	i	-7.8	-10.6	-1.1
O=c1[nH]c(=S)n(-c2ccccc2F)c(O)c1C=Nc1ccc(N2CCOCC2)cc1	-4.7	26.5	-0.6	1.6	1.1	5.5	i	-4.0	0.6	-1.1
COc1ccc2c(CCN)c[nH]c2c1	-0.7	22.4	-28.9	-1.5	2.5	-2.1	i	11.1	34.9	-0.2
CCn1c(=O)cc(OCC(=O)N2CCN(Cc3ccc4c(c3)OCO4)CC2)c2ccccc21	9.6	13.8	-22.9	1.3	5.6	-0.5	i	21.0	25.7	2.3
O/N=C1\CCC2CN(C3CCCCC3)CC2C1 (stereo unspecified)	0.8	6.6	8.3	1.6	-3.5	-2.8	i	-3.3	-27.7	.
O=c1[nH]c(=O)n(-c2ccccc2)c(O)c1/C=C/C=Nc1ccccc1	1.4	10.5	11.2	-2.4	-3.3	0.4	i	-16.4	-12.1	-5.9
CN(C)C=C1C(=O)N(C2CCCCC2)C(=O)N(C2CCCCC2)C1=O	-4.2	2.9	-11.8	0.0	6.1	1.8	i	17.3	1.4	-5.5
COC(=O)Cn1cc(C=C2C(=O)NC(=O)NC2=O)c2ccccc21	-7.7	4.2	-21.5	1.4	-13.1	-0.8	i	18.8	-7.5	-0.9
CCOP(=O)(OCC)C(NC(=O)c1ccccc1C)C(Cl)(Cl)Cl (stereo unspecified)	0.5	11.4	-4.6	2.1	0.8	2.1	i	-1.4	11.1	-0.4
CCCCN1C(=O)NC(=O)C2(Cc3ccccc3N3CCOCC32)C1=O (stereo unspecified)	-2.0	27.1	-8.1	0.4	18.1	3.5	i	23.5	1.1	-0.5
CN1C(=O)C(Cc2cccc3ccccc23)C(=O)N(C)C1=O	-3.1	18.8	-20.8	0.1	-6.7	-4.4	i	-16.9	9.7	0.2
CCCCCSc1cc(OC)c(CCN(C)C)cc1OC	13.1	21.0	-17.9	0.1	2.0	-0.4	i	5.4	-19.0	-0.9
CCc1ccc(NC2=NCCCS2)cc1	2.0	.	-37.4	.	-2.6	-4.1	i	7.1	-26.0	-1.7
CC(C)OC(=O)C1C2c3ccccc3C(c3ccccc32)C1C(=O)O (stereo unspecified)	-4.8	7.0	-4.9	1.3	-4.6	-1.4	i	-7.1	-35.4	7.0
COc1ccc(OCC(=O)N2CCCC(N3CCN(c4ccccc4C)CC3)C2)cc1 (stereo unspecified)	-6.6	32.3	-20.8	-1.4	-0.9	-0.6	i	1.9	6.3	1.3

Reprinted from the part before: 2 entries, then new ones.
SMILES	IEC-6 cytotox	AI-2 QS mod	KLF5 inh	GSK3B inh	HSF1 inhib	HSP90 inh	PolyA inh	HSF1 activator	aSyn UTR inh	GSK3 alpha inh
CC(C)OC(=O)C1C2c3ccccc3C(c3ccccc32)C1C(=O)O (stereo unspecified)	-4.8	7.0	-4.9	1.3	-4.6	-1.4	i	-7.1	-35.4	7.0
COc1ccc(OCC(=O)N2CCCC(N3CCN(c4ccccc4C)CC3)C2)cc1 (stereo unspecified)	-6.6	32.3	-20.8	-1.4	-0.9	-0.6	i	1.9	6.3	1.3
O=C(O)c1cccc2c1NC(C(=O)O)C1CC(Sc3ccccc3[N+](=O)[O-])C(Cl)C21 (stereo unspecified)	-25.3	.	1.3	.	.	0.4	.	.	.	-1.7
OCC[N+]12CCC(CC1)C(C(O)(c1ccccc1)c1ccccc1)C2 (stereo unspecified)	-9.3	18.3	-7.8	1.0	-0.9	-1.6	i	-12.9	1.4	1.7
CC(=O)O[C@@]12CO[C@@H]1C[C@H](OC1OCC(O)C(O)C1O)[C@@]1(C)C(=O)[C@H](O)C3=C(C)[C@@H](OC(=O)[C@H](O)[C@@H](NC(=O)c4ccccc4)c4ccccc4)C[C@@](O)([C@@H](OC(=O)c4ccccc4)C12)C3(C)C (stereo partly specified)	57.1*	-0.5	16.2	-2.1	-3.9	-6.1	i	0.2	-11.2	-1.1
N#Cc1c(/N=C/C2C(=O)NC(=S)NC2=O)sc2c1CCCC2	-0.8	7.5	-32.8	0.5	-2.2	0.9	i	28.8	-38.7	6.8
c1ccc(CNC2=NCCS2)cc1	-6.5	-0.4	-39.3	2.2	-0.1	0.7	i	-1.6	21.5	-0.9
Nc1ncnc2c1ccn2[C@@H]1O[C@H](CO)[C@@H](O)[C@H]1O	.	16.5	.	-3.6	-79.0*	.	i	-80.3	107.5*	4.7
O=S(=O)(c1ccc(F)cc1)N1CCCCC1c1cccnc1 (stereo unspecified)	-3.9	7.2	-5.5	0.5	.	1.3	i	.	18.3	-0.9
O=C(CCCCCn1c(=S)[nH]c2ccccc2c1=O)N1CCC2(CC1)OCCO2	7.9	40.4	-33.7	-0.4	-0.3	3.6	i	1.6	33.4	7.1
C=CC1CN2CCC1CC2C(OC(C)=O)c1ccnc2ccc(OC)cc12 (stereo unspecified)	-5.0	6.0	-7.1	-3.0	0.3	-1.9	i	3.4	-12.2	0.7
CC12CC[C@H]3[C@@H](CCC4(O)C[C@H](O)CCC34/C=N/NC(=O)c3ccc(O)cc3)C1(O)CCC2C1=CC(=O)OC1 (stereo partly specified)	0.7	5.5	-18.0	-1.5	2.3	1.1	i	22.2	15.1	0.4
O=[N+]([O-])/C=C1\NCCN1Cc1ccc(Cl)nc1	-1.2&-6.7	7.4&-10.9	-5.5&-12.9	0.0&0.6	-2.9&3.9	2.2&-5.8	i	-0.8&28.7	-3.2&-9.0	-4.1&-0.8
Cc1cc(C(=O)Nc2ccc3c(c2)OCCO3)nn1C(C)(C)C	-3.5	2.2	-138.8	2.8	28.5	4.3	i	32.0	-136.2	-1.4
COc1ccc(N2C(=O)NC(=O)/C(=C\c3cn(C)c4ccccc34)C2=O)cc1	5.7	5.2	-28.2	0.2	-9.9	27.9*	i	0.5	-18.7	-0.8
O=C(Oc1ccc([N+](=O)[O-])cc1)N1CCC(N2CCCCC2)CC1	0.1	5.3	-6.3	4.8	2.6	-1.0	i	0.2	24.4	-3.4
N#Cc1ccc(N2CCNCC2)c(F)c1	-4.7	6.4	-18.7	4.8	0.7	-0.1	i	-2.2	-9.1	.
COc1cc(OC)c(OC)cc1/C=C1/C(=O)NC(=O)N(Cc2ccccc2)C1=O	-2.1	21.1	0.2	5.9	-3.5	2.7	i	-6.3	5.6	0.2
Cc1ccc(CS(=O)(=O)Cc2ccc(C(=O)N3CCC4(CC3)OCCO4)o2)cc1	-0.1	8.8	-38.0	1.4	-0.5	-0.4	i	12.0	-13.9	-0.8
Cc1ccc(Cn2nnnc2CN2CCC(n3nnc4cc(C(F)(F)F)ccc43)CC2)cc1	-6.1	11.1	-32.7	1.6	16.5	-2.8	i	29.5	36.0	-0.3
O=C1CN=C(c2ccccc2)c2ccccc2N1Cc1ccc(C(F)(F)F)cc1	-4.9	0.1	9.2	-2.4	12.6	3.2	i	26.3	-3.4	-0.4
CC1CCN(CCc2nc3ccccc3[nH]2)CC1	-0.2	15.5	-26.2	-15.8	5.7	-1.8	i	1.4	-24.6	-3.5

Random excerpt: 3 records from the list, in no set order.
SMILES	IEC-6 cytotox	AI-2 QS mod	KLF5 inh	GSK3B inh	HSF1 inhib	HSP90 inh	PolyA inh	HSF1 activator	aSyn UTR inh	GSK3 alpha inh
O=S(=O)(c1ccc(F)cc1)N1CCCCC1c1cccnc1 (stereo unspecified)	-3.9	7.2	-5.5	0.5	.	1.3	i	.	18.3	-0.9
Nc1ncnc2c1ccn2[C@@H]1O[C@H](CO)[C@@H](O)[C@H]1O	.	16.5	.	-3.6	-79.0*	.	i	-80.3	107.5*	4.7
COc1ccc(N2C(=O)NC(=O)/C(=C\c3cn(C)c4ccccc34)C2=O)cc1	5.7	5.2	-28.2	0.2	-9.9	27.9*	i	0.5	-18.7	-0.8

From PubChem
